Bioassay records deposited in PubChem BioAssay by National Center for Advancing Translational Sciences (NCATS).
Chronic BCR inh = inhibitors of chronic active B-cell receptor signaling. ABC-DLBCL IkBa-CBG/CBR reporter, luminescence ratio, 4 h. Potency, µM (series often up to 46.1 µM), without a hit: at the highest dose ratio change, negative = lower green/red ratio, usual class: inhibitors. actives 0.05% (n = 340,000); active = well fitted inhibition curve with a large enough effect in the signal ratio, with a control signal flat, not every such curve was filed as active; inconclusive = small, poorly fitted or top-dose-only effect, or effect the other way, or a change in a side signal; the % refers to the signal ratio;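 note: potency is the fitted concentration of half-maximal effect; plate controls were basal doxycycline-induced cells for no effect and cells given 10 µM MG132 for full effect; MG132 reads +100%, hits lower the ratio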
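Compounds up to 46 uM were incubated four hours with TMD8 cells whose green CBG68 luciferase is fused to IkappaBalpha; red CBR luminescence normalised the signal, and concentration-effect curves were fitted to fusion, red and ratio data.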
Giardia killer = Giardia lamblia killing | Giardia lamblia trophozoite viability | activity change, % at 7.66 µM, hits read low | actives 0.15% (n = 340,000); in the data active = activity change below about -80%; inconclusive = between about -30% and that limit;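 note: parasites exposed to compound for two days anaerobically before the ATP read; % is set by controls: 0 for no effect and ±100 for the full control effect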
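ATP-content bioluminescence gauges trophozoite survival. Cells (100/well) receive compound and incubate anaerobically for 48 hrs at 37 deg C; detection reagent follows for 15-30 min at room temperature.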
TSHR antagonist = blocks TSH signaling through the human TSH receptor; TSHR-expressing cells, TSH-stimulated cAMP HTRF, 2 h; active compounds read low; actives 0.2% (n = 330,000); AID 504810; activity change, negative = inhibition, % at 11.5 µM;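 active = activity change below a set negative limit, meaning inhibition stronger than a set level, cut at about -70% in these data; inconclusive = activity change between two set negative limits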; note: % is set by controls: 0 for no effect and ±100 for the full control effect
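Inhibition of cAMP made by TSHR-expressing cells under TSH stimulation (4nM final, EC80; 2 h, 37 deg C) is quantified with a one-step lysis HTRF kit, anti-cAMP cryptate versus cAMP-d2.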
FBPA coupling cs = counter-screen for Giardia aldolase inhibitors: coupling enzyme system | coupling enzyme system counterscreen, AmpLite Red fluorescence | activity change, negative = inhibition, % at 58.2 µM, hits read low | actives 0.67% (n = 290,000); in the data active = activity change below about -30%; note: % is set by controls: 0 for no effect and ±100 for the full control effect
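First, compound is pin-transferred into glyceraldehyde-3-phosphate coupling-enzyme reagent at 57.5 uM final and held 10 min at RT. Next, substrate, coupling system and AmpLite Red are added. After 20 min RT, fluorescence (525/598 nm) is read.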
TCR activator = activators of T cell receptors | primary human leukocytes, anti-CD3, IL-2 HTRF, 48 h | Potency, µM (doses to about 9.22 µM), for the others: at the top dose activation of IL-2 secretion, actives largely listed as activators | 330,000 tested, under 10 active; note: % of control where 0% means no effect
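Human primary leukocytes + a-CD3 beads + cpd, 48 hr; IL-2 in supernatant by HTRF (ex 320nm / em 665nm). No co-stimulatory signal supplied.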
hERG WT inh = inhibitors of human wildtype KCNH2 potassium channel; Q12809; U2OS, BacMam KCNH2, thallium flux FluxOr; active compounds read low; activity change, % at 1.84 µM; actives 0.37% (n = 340,000);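 active = maximum activity change below -70%; inconclusive = maximum activity change between -70% and -50%; inactive = maximum activity change above -50%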; note: % is set by controls: 0 for no effect and ±100 for the full control effect
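U2OS cells transduced with wild-type KCNH2 virus are loaded with FluxOr dye for 45 min, and thallium flux is measured in kinetic reads before and after stimulation buffer. Rate constants are normalized to DMSO controls.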
MLL CXXC-DNA inh = inhibitors of human MLL CXXC domain-DNA interaction. MLL-CXXC / FITC-HOXA9 DNA fluorescence polarization. Potency, µM (highest dose often 115 µM), inactives show at the top dose activity change, negative = inhibition, most hits filed as inhibitors. AID 2662. Q03164. actives 0.037% (n = 290,000); active = well fitted inhibition curve with a large enough effect in the polarisation, with a control signal flat, not every such curve was filed as active; inconclusive = small, poorly fitted or top-dose-only effect, or effect the other way, or a change in a side signal; inactive = no such curve, though single readings can be large or run the other way; the % refers to the polarisation; note: potency is the fitted concentration of half-maximal effect
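Purified MLL-CXXC (added from a 7 uM solution) was preincubated 5 min at ambient with pinned compounds in 50 mM Tris-HCl pH 7.5, 50 mM NaCl, 1 mM DTT, 0.05% BSA. Fluorescein-labeled HOX-A9 DNA (50 nM solution) followed, 30 min, then polarization read.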
GALK inhibitor = inhibitors of human galactokinase; P51570; Purified GALK, Kinase-Glo residual ATP luminescence; Potency, µM (top dose mostly 57.5 µM), for the others: at the top dose activity change, negative = inhibition, actives largely listed as inhibitors; actives 0.007% (n = 270,000); note: potency is the fitted concentration of half-maximal effect; % is set by controls: 0 for no effect and ±100 for the full control effect
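GALK at 5 nM final was combined with compound, 35 uM ATP and 100 uM galactose in HEPES pH8.0 with MgCl2 and DTT. The reaction ran one hour at room temperature before luminescent ATP detection.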
A-T KAP1 phos = potential ataxia-telangiectasia treatments restoring KAP-1 phosphorylation | actives 0.19% (n = 320,000) | […] A-T fibroblasts, KAP-1 phosphorylation AlphaLISA; neocarzinostatin DNA damage 30 min before lysis | Potency, µM (titrated, usually from 57.5 µM), for the others: top-dose activation, hits mostly activators; note: potency is the fitted concentration of half-maximal effect; % of control where 0% means no effect; nearly all actives have a fitted effect of over 45% in size
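ATM-like activity read as KAP-1 phosphorylation via AlphaLISA donor/acceptor antibody pairs after lysis and 6 hr at 25C. Cells were ATM-null patient fibroblasts ([…], hTERT), dosed 60 min, then exposed to the DSB inducer NCS for 30 min.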
Tb PFK inh = T. brucei PFK enzyme inhibition. T. brucei PFK, ADP-Glo luminescence. O15648. Potency, µM (series often up to 57.5 µM), without a hit: top-dose activity, negative = inhibition, most hits filed as inhibitors. actives 0.17% (n = 330,000);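 note: potency is the fitted concentration of half-maximal effect; 0% = uninhibited 1x PFK enzyme wells and -100% = no-enzyme wells; nearly all actives have a fitted effect of over 60% in size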
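In TEA buffer at pH 8.0 with 5 mM MgCl2, enzyme (1.25 nM) converted F6P (0.5 mM) and ATP (0.1 mM) for 45 min at room temperature. ADP product was read by luciferase luminescence.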
Active calls of the source: *; ? = inconclusive; nt = no result given; [ ] = dose if it differs, or a comment. Unless noted, calls come from the whole dose curve; as a rule, active = well fitted curve in the direction sought with a large enough effect; inconclusive = small, poorly fitted or top-dose-only effect, or another doubt; inactive = no such curve, though single readings can be large; an effect the other way counts as inactive or inconclusive.

SMILES	Chronic BCR inh	Giardia killer	TSHR antagonist	FBPA coupling cs	TCR activator	hERG WT inh	MLL CXXC-DNA inh	GALK inhibitor	A-T KAP1 phos	Tb PFK inh
Cc1oc(-c2ccccc2Cl)nc1Cn1cccc1C1=NC(c2ccccc2)CO1 (stereo not given)	8%	-11	1	0	-5%	-6	11%	0%	6%	0%
Cc1cc2c(N=NC(=O)CCc3ccccc3)c(O)[nH]c2cc1Br	?	18	0	1	-1%[46.1 µM]	1	2%	-1%	5%	-2%
COc1cccc(COC(=O)C2CC(=O)N(Cc3ccco3)C2)c1OC (stereo not given)	6%	-3	7	nt	6%	-10	6%	3%	23%	-3%
COc1ccc(CCC(=O)Nc2ccc(-c3noc(-c4ccc(OC)c(OC)c4)n3)cc2)cc1	?	20	-1	-3	-4%	2	5%	-1%	-5%	-10%
Cn1c(SCc2ccccc2)nc(C(F)(F)F)cc1=O	21%	-6	2	-2	-6%	1	-9%	2%	5%	-2%
COCCN(Cc1cc2cccc(C)c2[nH]c1=O)C(=O)c1ccccc1	-1%	-6	13	1	nt	4	-4%	-1%	0%	?
CCC(=O)Nc1ccc(N2CCN(C(=O)c3ccccc3C)CC2)cc1	?	-1	-2	0	2%	-2	3%	2%	-8%	0%
O=C(O)c1ccc2c(=O)n3c(nc2c1)/C(=C/c1ccccc1Br)CC3	-3%	10	-12	1	4%	6	1%	3%	3%	2%
O=C(CCCn1nnc(-c2cccnc2)n1)c1ccc(F)cc1	1%	5	-1	0	5%	-8	2%	2%	-7%	0%
CCc1ccccc1NC(=O)N1C2CCCC1CC(NC(=O)C(C)(C)C)C2 (stereo not given)	2%	-7	7	2	3%	-8	0%	0%	0%	-2%
O=C(Nc1ccc(C(F)(F)F)cc1)C1(c2ccccc2)CC1	13%	6	9	0	-4%[46.1 µM]	-1	21%	-1%	7%	-6%
CN(C)CCNC(=O)c1cc(Br)ccc1Cl	-3%	8	2	4	-5%	15	-19%	-2%	-8%	-10%[0.46 µM]
O=C1N/C(=N\S(=O)(=O)Cc2ccccc2)S/C1=C/c1cccc([N+](=O)[O-])c1	0%	-10	-23	1	-1%	-7	-18%	-13%	-6%	11%
O=C(CCc1nc(-c2ccccc2Cl)no1)NC1CCCCC1	-1%	-6	4	0	-1%	-4	?	3%	-9%	0%
COc1ccc(CCNC(=O)Cc2ccsc2)cc1	-8%	-6	-3	nt	8%	-1	7%	7%	-5%	1%
NC(=O)C1CCCN(C(=O)c2ccc(NC(=O)c3cccs3)cc2)C1 (stereo not given)	5%	1	14	nt	-6%	13	nt	nt	2%	1%
COc1ccc(-c2cnn3cc(-c4cccc(Cl)c4)cnc23)cc1	?	29	-7	-2	-5%	2	?	0%	-20%	-3%
Cc1cc(C)n(-c2cc(-n3nc(C)cc3C)ncn2)n1	6%	0	-8	1	-1%	12	-12%	0%	-7%	1%
Cc1cc(C(=O)COC(=O)c2ccc3c(c2)OCO3)c(C)n1CC1CCCO1 (stereo not given)	7%	-17	-4	0	0%	5	5%	8%	0%	-3%
CC(C)(C)OC(=O)C[C@H]1C/C=C\C[C@@H](CC(=O)N[C@@H](CO)Cc2ccccc2)C(=O)NC[C@H](c2ccccc2)OC1=O	0%	-23	1	nt	-3%	-3	nt	nt	5%	0%

Quoted from the listing.
Value of Cn1c(SCc2ccccc2)nc(C(F)(F)F)cc1=O under FBPA coupling cs: -2
Value of CCc1ccccc1NC(=O)N1C2CCCC1CC(NC(=O)C(C)(C)C)C2 (stereo not given) under TSHR antagonist: 7
Value of CCC(=O)Nc1ccc(N2CCN(C(=O)c3ccccc3C)CC2)cc1 under A-T KAP1 phos: -8%
Value of COc1cccc(COC(=O)C2CC(=O)N(Cc3ccco3)C2)c1OC (stereo not given) under TCR activator: 6%
Value of CC(C)(C)OC(=O)C[C@H]1C/C=C\C[C@@H](CC(=O)N[C@@H](CO)Cc2ccccc2)C(=O)NC[C@H](c2ccccc2)OC1=O under Tb PFK inh: 0%

Given as labelled records: part of the list above.
compound: COc1ccc(CCNC(=O)Cc2ccsc2)cc1
  Chronic BCR inh = -8%
  Giardia killer = -6
  TSHR antagonist = -3
  FBPA coupling cs = nt
  TCR activator = 8%
  hERG WT inh = -1
  MLL CXXC-DNA inh = 7%
  GALK inhibitor = 7%
  A-T KAP1 phos = -5%
  Tb PFK inh = 1%
compound: CCC(=O)Nc1ccc(N2CCN(C(=O)c3ccccc3C)CC2)cc1
  Chronic BCR inh = ?
  Giardia killer = -1
  TSHR antagonist = -2
  FBPA coupling cs = 0
  TCR activator = 2%
  hERG WT inh = -2
  MLL CXXC-DNA inh = 3%
  GALK inhibitor = 2%
  A-T KAP1 phos = -8%
  Tb PFK inh = 0%

Next structures
SMILES	Chronic BCR inh	Giardia killer	TSHR antagonist	FBPA coupling cs	TCR activator	hERG WT inh	MLL CXXC-DNA inh	GALK inhibitor	A-T KAP1 phos	Tb PFK inh
CCOC(=O)COc1cc(N)c(Cl)cc1Cl	-2%	-1	0	-7	-1%	8	4%	-4%	0%	1%
COc1ccc(-c2cc(C3CCNCC3)[nH]n2)cc1	-1%	18	13	0	1%	5	-3%	0%	9%	7%
Cc1cccc(C)c1OCc1cc(C(=O)N(C)Cc2cc(C3CC3)n[nH]2)no1	?	13	-6	1	-2%	1	3%	1%	15%	-3%
CCCCn1c(SCC(=O)Nc2cc(C(F)(F)F)cc(C(F)(F)F)c2)nnc1C(CC)N(C)C (stereo not given)	?	11	17	-5	-7%[46.1 µM]	0	-6%	-3%	-7%	5%
CC(=O)Nc1ccc(NC(=O)c2cc(C3CC3)nc3c2cnn3C(C)C)cc1	-9%	36[activator]	-18	nt	0%	4	nt	nt	9%	-2%
COc1cccc(C2N(c3ccccc3)CCN2c2ccccc2)c1OC	?	-18	-7	2	1%	-6	-2%	5%	1%	-1%
CCc1nn(CC(=O)NCCN2CCN(C)CC2)c(=O)c2cc3occc3n12	?	-9	34	-4	3%	2	0%	-1%	12%	1%
C=CCNCCCCOc1c(Cl)cc(C)cc1Br	?	-12	13	2	-1%	0	?	1%	2%	-1%
C/C(=N/N1CCN(Cc2cccc3ccccc23)CC1)c1ccco1	-13%	-3	-3	1	-4%	5	-12%	-1%	5%	1%
c1ccc(Cn2nnc3c(NCc4ccc5c(c4)OCO5)nc(C4CC4)nc32)cc1	-8%	-13	9	0	4%	-7	23%	0%	-5%	14%
COc1cc2[nH]c(C(=O)N(C)C3CCS(=O)(=O)C3)cc2c(OC)c1OC (stereo not given)	4%	-12	11	nt	-2%	-42	57%	-8%	0%	-3%
O=C(c1cccs1)C1C(c2ccc(Br)cc2)NC(=S)NC1(O)C(F)(F)F (stereo not given)	?	-1	-3	5	4%[46.1 µM]	-3	2%	3%	3%	-1%
Cc1cc(/C=N/NC(N)=O)c(C)n1-c1ccc(F)cc1	-12%	1	7	-3	nt	-5	2%	0%	2%	4%
COc1ccc(CC(=O)Nc2ccccc2C(=O)N2CCOCC2)cc1OC	0%	-10	5	1	1%[46.1 µM]	-7	-10%	nt	1%	-4%
COC(=O)Cn1c2ccc(OC)cc2c2nc3ccccc3nc21	5%	-20	-2	-6	2%	-4	-12%	1%	4%	4%
Cc1cc(-c2nnc3sc(-c4ccc(Cl)cc4Cl)nn23)n[nH]1	0%	-3	12	0	-2%	-2	27%	2%	-12%	2%
CS(=O)(=O)c1ccc(C(=O)N2CCN(Cc3ccccc3)CC2)cc1	3%	26	-4	1	-3%	3	15%	-2%	3%	0%

Part of the list above, reduced to hERG WT inh:
mol | hERG WT inh
Cc1cc(/C=N/NC(N)=O)c(C)n1-c1ccc(F)cc1 | -5
O=C1N/C(=N\S(=O)(=O)Cc2ccccc2)S/C1=C/c1cccc([N+](=O)[O-])c1 | -7
COCCN(Cc1cc2cccc(C)c2[nH]c1=O)C(=O)c1ccccc1 | 4
CCc1ccccc1NC(=O)N1C2CCCC1CC(NC(=O)C(C)(C)C)C2 (stereo not given) | -8
COc1cc2[nH]c(C(=O)N(C)C3CCS(=O)(=O)C3)cc2c(OC)c1OC (stereo not given) | -42

Rows are unselected. About 1.6% of those tested had a hit in this group.
